Apaf1 inhib = inhibitors of human Apaf-1 apoptosome; O14727; reconstituted apoptosome caspase-3 activity, DEVD-Rh110 fluorescence; inhibition, % at 20 µM; 330,000 tested, 0.71% active; active means inhibition of at least 40% at 20 µM;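 further: plate controls were DMSO wells for no effect and DEVD-CHO caspase inhibitor wells for full effect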
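Medium: Hepes buffer, pH 7.5 / System: biochemical Apaf-1 apoptosome reconstitution / Measured by: Rh110 fluorescence, excitation 480 nm, emission 540 nm / Times: compound with Apaf-1, dATP, procaspase-3 30 min, then 50 min reaction, room temperature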
697 NFkB inh = inhibitors of the PMA/ionomycin-induced NF-kB reporter in 697 B cells; 697 B-cell NF-kB luciferase reporter, 16 h; inhibition, % at 4 µM; 330,000 tested, 0.33% active; AID 435022; in the data active means inhibition above about 35%
CCR6 antag = antagonists of human CCR6 receptor. P51684. CHO-K1 CCR6 PathHunter beta-arrestin, luminescence, CCL20-stimulated. inhibition, % at 20 µM. 340,000 tested, 0.49% active. AID 493098;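 active means compounds whose inhibition of the agonist-driven luminescence signal at 20 µM reaches about 50%, limit read from the data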;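 further: cells stimulated with CCL20 at 14 nM final; plate controls were DMSO with CCL20 for no effect and DMSO without agonist for full effect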
UBC13 polyUb = blocks human UBC13 polyubiquitin chain formation | P61088 | TR-FRET | inhibition, % at 20 µM | 330,000 tested, 0.47% active | AID 485273; in the data active means inhibition above about 45%, passing the limit was not always enough
EBI2 antag = antagonists of human EBI2 receptor | inhibition, % at 5 µM | EBI2 beta-arrestin recruitment, luminescence, 7a,25-OHC stimulated | 360,000 tested, 0.81% active | P32249; in the data active means inhibition above about 38%;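 further: enzyme fragment complementation signal reports receptor beta-arrestin coupling in cells; 0% = agonist plus DMSO wells and 100% = wells without agonist; some results beyond the cut were filed as inactive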
SENP8 block = blocks the human protease SENP8 | Q96LD8 | purified SENP8, Z-RLRGG-aminoluciferin cleavage, luminescence | inhibition, % at 10 µM | 330,000 tested, 1.2% active | AID 2540
Gli-Sufu block = antagonists of Gli-Sufu signaling; Sufu-KO-LIGHT fibroblasts, Gli luciferase reporter luminescence; inhibition, % at 5 µM; 340,000 tested, 0.74% active; AID 588413;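 active means inhibition above about 55%, limit read from the data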;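 further: 0% = DMSO-treated cells and 100% = wells with medium but no cells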
Jurkat NFkB inh = lowers PMA/ionomycin-induced NF-kB signal in Jurkat cells; PMA/ionomycin-induced NF-kB luciferase reporter, luminescence; inhibition, % at 4 µM; 330,000 tested, 0.53% active
Active calls of the source: *; nt = not tested or not shown. Unless noted, no stated cut-off is given here; in the data, active means inhibition above about 50%; inactive means the rest. The list is partial; count on the stated rates, not on these rows.

No.	Compound	Apaf1 inhib	697 NFkB inh	CCR6 antag	UBC13 polyUb	EBI2 antag	SENP8 block	Gli-Sufu block	Jurkat NFkB inh
1	CCc1nnc(SCC(=O)NC2CC2)n1CC	-16	18	5	0	-12	4	-12	11
2	O=C(Nc1ccc(N2CCOCC2)c(S(=O)(=O)Nc2ccc(Cl)cc2)c1)c1cnccn1	-20	12	6	20	17	-1	1	12
3	CCC(Sc1nc2cc3c(cc2c(=O)n1Cc1ccco1)OCO3)C(=O)NCCOC (stereo unspecified)	8	4	-5	-18	-1	-13	4	-31
4	COc1cccc(C2C(C(N)=O)=C(C)Nc3nc(CCCO)nn32)c1 (stereo unspecified)	-1	-6	9	-4	1	-12	4	-5
5	COc1ccc(CSc2ccc(-c3nc4ccccn4c3NCc3ccccc3)cc2OC)cc1	15	-48	20	4	-14	4	11	23
6	Cc1cc(C)c2nc(-c3ccccn3)cc(C(=O)Nc3ccc(S(=O)(=O)Nc4cc(C)on4)cc3)c2c1	19	4	13	-2	-5	6	1	2
7	N#CC1(NC(=O)COC(=O)c2cc(=O)[nH]c3ccccc23)CCCCC1	-2	12	5	5	2	-9	11	20
8	CCc1noc(C)c1C(=O)NC1CCCc2c1cnn2-c1ccc(C(C)(C)C)cc1 (stereo unspecified)	11	-79	15	-14	4	-2	10	2
9	CC(=O)c1cccc(NC(=O)N2CCC(NC(=O)c3ccco3)CC2)c1	2	-4	-17	2	3	0	11	5
10	NC(=NCCc1c[nH]c2ccccc12)NS(=O)(=O)c1cc(F)ccc1F	-2	2	1	-2	-7	-6	-5	-7

An excerpt from above with just EBI2 antag and SENP8 block:
| no. | molecule | EBI2 antag | SENP8 block |
| --- | --- | --- | --- |
| 8 | CCc1noc(C)c1C(=O)NC1CCCc2c1cnn2-c1ccc(C(C)(C)C)cc1 (stereo unspecified) | 4 | -2 |
| 9 | CC(=O)c1cccc(NC(=O)N2CCC(NC(=O)c3ccco3)CC2)c1 | 3 | 0 |
| 10 | NC(=NCCc1c[nH]c2ccccc12)NS(=O)(=O)c1cc(F)ccc1F | -7 | -6 |

Additional entries follow:
No.	Compound	Apaf1 inhib	697 NFkB inh	CCR6 antag	UBC13 polyUb	EBI2 antag	SENP8 block	Gli-Sufu block	Jurkat NFkB inh
11	O=C(Nc1nc(-c2nc3ccccc3s2)cs1)c1ccc(S(=O)(=O)N2CCOCC2)cc1	-7	-135	-13	0	-10	-1	-17	-6
12	COc1cc(CNc2ccc(N3CCCCC3)cc2)ccc1OCC(=O)NC(C)(C)C	17	-18	-16	-2	-2	3	21	-2
13	CCOc1ccc(CNC(=O)CCS(=O)(=O)c2ccc3c(c2)NC(=O)CO3)cc1OC	5	7	2	-2	-5	5	-5	6
14	COc1ccc(CCNc2nc(-c3ccc(F)cc3)c(CC(=O)O)s2)cc1OC	-162	0	15	-4	18	6	5	3
15	Cc1cc(C)c2nc(-c3ccccn3)cc(C(=O)Nc3cc(C)on3)c2c1	0	-12	8	38	-2	-1	8	4
16	COc1cccc(C(=O)N2N=C(c3cccc(OC)c3)CC2(O)C(F)(F)F)c1 (stereo unspecified)	-6	-8	1	0	0	4	-1	3
17	CC(C)c1ccc2c(c1)C(N1CCNCC1)Cc1ccc(F)cc1S2 (stereo unspecified)	27	4	20	34	nt	-25	7	14
18	OCCC1CN(C2CSCCSC2)CCN1Cc1ccccc1 (stereo unspecified)	-4	4	7	-4	-3	-2	0	-13
19	COCC(=O)/C=C1\Sc2ccccc2N1C	-20	9	3	-3	-8	-3	-3	9
20	CCOC(=O)C1=C(C)N=c2s/c(=C/c3ccc(OCC(=O)O)cc3)c(=O)n2C1c1ccc(OC)cc1OC (stereo unspecified)	7	10	22	-19	9	-5	3	5
21	Cc1c(NS(=O)(=O)c2ccc(Br)s2)c(=O)n(-c2ccccc2)n1C	0	15	-3	-8	1	-5	4	-13
22	COc1ccc(Cl)cc1NC(=O)COC(=O)c1ccc(C)o1	-5	22	13	10	5	-8	-5	-9
23	COc1ccc(OCCCC(=O)N(CCC2=CCCCC2)c2c(N)n(Cc3ccccc3)c(=O)[nH]c2=O)cc1	10	11	19	-6	11	-2	35	-15
24	Cc1nnc2sc(-c3ccc(NC(=O)CSc4ccc(Cl)cc4)cc3)nn12	11	-4	6	0	-3	-14	-17	-6
25	Cc1c(N2C(=O)/C(=C\C3CC=CCC3)SC2=S)c(=O)n(-c2ccccc2)n1C (stereo unspecified)	1	17	9	12	5	6	10	10
26	CCOc1ccc(NC(=O)CN2CCN(CC(=O)Nc3ccc(OC)cc3OC)CC2)cc1	3	3	10	-4	4	-5	2	14
27	COc1ccc(-c2nc(CS(=O)(=O)CC(=O)NCCCN3CCOCC3)c(C)o2)cc1	9	-49	-11	-6	-2	3	0	-8
28	CCN(CC)Cc1c(C(=O)N/N=C/c2ccc(OCc3ccccc3C)cc2)nnn1-c1nonc1N	20	-95	8	-17	-1	-7	-7	-58
29	COc1ccc(-c2cc3c(=O)n(CC(=O)NC4CCN(Cc5ccccc5)CC4)ncn3n2)cc1	8	-13	-13	17	2	-1	18	-5
30	CCOC(=O)N1CCN(S(=O)(=O)c2ccc(NC(C)=O)cc2)CC1	-1	-10	-1	-13	-4	5	0	5
31	CCOc1ccccc1C(=O)N(Cc1cccs1)C1CCS(=O)(=O)C1 (stereo unspecified)	15	11	14	-3	5	-4	6	4
32	CCOc1cc(/C=N/NC(=O)c2cc(-c3cccnc3)nc3ccccc23)ccc1O	-19	2	13	-10	4	-4	4	4
33	Cc1ccc(S(=O)(=O)N2CCN(C)CC2)cc1C(=O)NC1CCCCC1	5	-1	15	0	3	-1	-11	-2
34	Cc1cc(Cn2ccnc2)c(C)c([N+](=O)[O-])c1Cn1ccnc1	3	-1	8	11	3	6	10	7
35	CCOCCCn1c(=NC(=O)c2cccs2)c(C#N)cc2c(=O)n3ccccc3nc21	-12	7	7	-4	7	2	10	9
36	O=C(CCc1c[nH]c2ccccc12)Nc1ncccc1O	1	13	1	-1	-7	1	19	4
37	CCN(CC)S(=O)(=O)c1ccc(N2CCN(S(=O)(=O)c3ccccc3C#N)CC2)nc1	12	-2	12	4	-1	5	4	0
38	Cc1c(Cl)cccc1NC(=O)CC(Cc1ccccc1)C(=O)O (stereo unspecified)	-4	6	3	6	2	-3	10	-4
39	Cc1ccc(-c2ccc(=O)n(CC(=O)NCc3ccc(F)cc3)n2)cc1	5	9	3	16	7	0	6	5
40	COC(=O)CSc1nc(NC(C)=O)nc(C)c1Br	-3	6	-16	7	-10	5	-2	11

Given with each value named: 2 of the compounds above
32	CCOc1cc(/C=N/NC(=O)c2cc(-c3cccnc3)nc3ccccc23)ccc1O
  Apaf1 inhib = -19
  697 NFkB inh = 2
  CCR6 antag = 13
  UBC13 polyUb = -10
  EBI2 antag = 4
  SENP8 block = -4
  Gli-Sufu block = 4
  Jurkat NFkB inh = 4
33	Cc1ccc(S(=O)(=O)N2CCN(C)CC2)cc1C(=O)NC1CCCCC1
  Apaf1 inhib = 5
  697 NFkB inh = -1
  CCR6 antag = 15
  UBC13 polyUb = 0
  EBI2 antag = 3
  SENP8 block = -1
  Gli-Sufu block = -11
  Jurkat NFkB inh = -2

(listing goes on)
No.	Compound	Apaf1 inhib	697 NFkB inh	CCR6 antag	UBC13 polyUb	EBI2 antag	SENP8 block	Gli-Sufu block	Jurkat NFkB inh
41	N#CC(NC(=O)OCc1ccccc1)c1ccccc1 (stereo unspecified)	14	11	11	12	-5	-13	-3	5
42	NS(=O)(=O)c1ccc(CNC(=S)NC2CCCC2)cc1	-10	5	-4	-2	-4	-3	-2	14
43	CCOC(=O)c1ccccc1NS(=O)(=O)c1cnn(CC)c1C	4	-6	16	-2	-3	-8	1	-2
44	O=[N+]([O-])c1cccnc1N1CCN(c2ccc(F)cc2)CC1	-4	2	6	0	3	-7	1	-4
45	Cc1[nH][nH]c(=O)c1C(c1ccc(-c2ccc(Cl)c(Cl)c2)o1)c1c(C)[nH][nH]c1=O	79*	10	23	-24	16	6	-2	17
46	COc1ccc(NC(=O)CN(c2cc(C)cc(C)c2)S(=O)(=O)c2c(C)n[nH]c2C)cc1	5	19	3	2	-6	-2	-46	3
47	COc1ccccc1CNCc1cc(=O)oc2c(C)c(C)ccc12	9	-3	15	9	0	-4	-6	29
48	O=C(NNc1nc2ccccc2s1)Nc1ccccc1	-6	-110	5	-2	1	-9	-85	-104
49	O=C(NCC1CCN(S(=O)(=O)c2ccccc2)CC1)Nc1ccc(F)cc1F	5	-63	7	-8	14	-9	-6	-19
50	O=C(NCc1nnc(SCc2ccccc2)n1-c1ccc(F)cc1)C12CC3CC(CC(C3)C1)C2	17	-22	7	-9	-4	-5	12	-3
51	COc1cccc(C(=O)c2c[nH]c(C(=O)NCc3cccs3)c2)c1	3	-29	9	4	14	-10	-1	-17
52	CN(C(=O)COC(=O)c1cc(=O)[nH]c2ccccc12)c1c(N)n(Cc2ccccc2)c(=O)[nH]c1=O	2	-5	6	3	-2	1	-1	12
53	CCN(CC)S(=O)(=O)c1cccc(-c2n[nH]c(=S)n2Cc2ccccc2)c1	-3	11	-5	10	6	5	0	-1
54	Cn1cnnc1SCC(=O)NC1CCCC1	3	-8	-6	-1	-1	5	-7	-11
55	COc1ccc(NC(=O)Cn2nnc(-c3ccccc3NS(=O)(=O)c3ccccc3)n2)cc1	-3	-35	7	1	0	5	41	18
56	CCc1ccc(CCC(=O)Nc2nc(CC(C)=O)ns2)o1	-2	1	-13	-7	-14	-2	2	-12
57	COc1cccc(OC)c1C(=O)Nc1cccc(-n2cnnn2)c1	-5	11	1	-1	-4	-5	-6	-7
58	CC1CCCCC1NC(=O)c1nn(C)c2c1CS(=O)(=O)c1ccccc1-2 (stereo unspecified)	2	-6	-5	-2	3	2	-13	6
59	CCC(C)NC(=O)Cn1cnc2sc(C)c(S(=O)(=O)N3CCCCC3)c2c1=O (stereo unspecified)	1	13	-2	2	7	-1	15	-10
60	O=C(CCN1CCN(c2ccc(Cl)cc2)CC1)Nc1ccccc1F	9	-4	13	1	16	-6	5	-1
61	CC(C)Oc1cccc(C(=O)C2CCCN(C(=O)c3cncs3)C2)c1 (stereo unspecified)	-4	-17	5	-2	8	-1	-14	1
62	COc1ccc(C)cc1NC(=O)N1CCCc2ccccc21	-7	-5	11	-4	-2	-11	2	-10
63	COc1ccc(CC(NC(C)=O)C(=O)N2CCN(C(=O)Nc3cccc(F)c3)CC2)cc1OC (stereo unspecified)	-11	22	0	8	6	0	-8	5
64	C=CCNC(=O)C1CC(=O)N(c2ccc(OCC(=O)Nc3cccc(OC)c3)cc2)C1 (stereo unspecified)	-3	19	-4	6	4	-5	5	3
65	CN1CCN(Cc2c(C(=O)N/N=C/c3cccc(Br)c3)nnn2-c2nonc2N)CC1	4	5	11	3	-13	-15	16	40
66	O=C1OCCC1Sc1nnc(-c2ccc(Cl)cc2Cl)o1 (stereo unspecified)	1	35	8	6	-2	14	53	24
67	COC(Cn1c(-c2cccc(S(=O)(=O)N(C)C)c2)n[nH]c1=S)OC	8	9	-8	-4	1	-4	-19	-9
68	C#CCSc1nnc(-c2ccc(O)cc2)o1	-2	-31	-6	1	-10	10	-57	0
69	CCc1ccccc1S(=O)(=O)Cc1ccc(C(=O)NCc2ccc3c(c2)OCO3)o1	-1	20	13	-2	-1	7	-1	-3
70	CCOC(=O)COc1ccc2cc(C(=O)OCC)c(=O)oc2c1	-6	6	-17	1	-10	7	-17	6
71	N#Cc1ccc(CN2CCN(C(=O)CN3C(=O)NC4(CCCC4)C3=O)CC2)cc1	2	-11	7	2	-4	-4	3	3
72	O=C(CC1C(=O)NCCN1CC1CCCCC1)NCc1ccc(Cl)cc1 (stereo unspecified)	19	11	-19	10	26	-2	6	7
73	c1ccc(-c2cc(-c3ccncc3)nc3ccc4ccccc4c23)cc1	20	-13	10	9	1	6	10	5
74	O=C(Nc1ccccc1N1CCCC1)c1ccc([N+](=O)[O-])o1	2	-53	-2	-18	-12	-3	-6	14
75	CCc1ccc(NC(=O)C2C3CCC(O3)C2C(=O)O)cc1 (stereo unspecified)	2	-15	-8	-2	-8	-8	-4	-11
76	NC(=O)c1ccc(NC(=O)COC(=O)c2ccc(Cl)nc2)cc1	14	11	-1	-2	-14	-13	3	-17
77	CCSc1ccccc1C(=O)NCc1cccnc1	5	-8	1	-7	2	-6	0	-5
78	COc1cccc(-c2ccc3nnc(SCC(=O)N4CCCC4)n3n2)c1	4	7	-5	6	0	-7	-8	10

Assay outcomes from PubChem BioAssay.
